Bioassay records: PubChem BioAssay, National Center for Advancing Translational Sciences (NCATS)
D1 antagonist: Antagonist of Human D 1 Dopamine Receptor: qHTS; HEK293 TREx D1 cells, calcium flux, dopamine EC80; hits give low values; activity change, negative = inhibition, % at 10 µM; 360,000 compounds, 3.2% hits; AID 504652, 2011; in the data active = activity change below about -30%; also: % is scaled to controls: 0 for no effect and ±100 for the full control effect
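Tetracycline-induced HEK293 Trex D1 cells, force-coupled to calcium, dye-loaded; compounds added and read 180 s, then EC80 dopamine added and calcium flux tracked kinetically another 180 s.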
D2 PAM: HTS Assay for Positive Allosteric Modulators of the Human D2 Dopamine Receptor: Primary Screen for Potentiators | D(2) dopamine receptor (Homo sapiens), P14416 | HEK293 T-REx D2, calcium flux, EC20 dopamine potentiation | potentiation, % at 10 µM | 340,000 compounds, 0.34% hits | AID 485347, 2010;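 active = potentiation over 3 SD above the plate norm, cut at about 30% in these data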; also: 0% is about no effect
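Cells plated with tetracycline inducer and held overnight at 30 C; calcium dye loaded 30–90 min at room temperature; baseline taken, compound added and read 180 s; EC20 dopamine then added and read 180 s.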
TRHR agonist: qHTS for Small Molecule Agonists and Allosteric Enhancers of Human TRH Receptor: Primary Screen for Agonists; Thyrotropin-releasing hormone receptor (Homo sapiens), P34981; TRHR cells, calcium flux fluo-8, FDSS agonist mode; activation, % at 2 µM; 360,000 compounds, 0.18% hits; in the data active = activation above about 30%; also: 0% is about no effect
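TRHR-expressing cells, plated overnight in medium with 10% serum, were loaded with fluo-8 calcium dye at room temperature. After a 10 s baseline, library compound was pin-added and calcium release was recorded kinetically (ex 480/em 530) as agonist response.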
TRHR enhancer: qHTS for Small Molecule Agonists and Allosteric Enhancers of Human TRH Receptor: Primary Screen for Enhancers | Thyrotropin-releasing hormone receptor (Homo sapiens), P34981 | TRHR cells, fluo-8 calcium fluorescence, EC20 TRH enhancement | enhancement, % at 2 µM | 360,000 compounds, 0.66% hits | AID 493056, 2011; in the data active = enhancement above about 30%; also: 0% is about no effect
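Enhancer read-out: after compound pinning and an initial kinetic agonist-mode read, an EC20 of TRH (10 nM final) was injected and fluo-8 calcium signal (Ex 480/Em 530) followed at 1 s/cycle for 100 cycles in TRHR-expressing cells.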
RXFP1 agonist: qHTS Assay for Agonists of the Relaxin Receptor RXFP1; HEK293T-RXFP1 cAMP TR-FRET, 30 min; response scale: percent of porcine relaxin response, buffer zero; Potency, µM (top dose mostly 57.5 µM), for the others: at the top dose activation, hits mostly activators; 370,000 compounds, 0.3% hits; AID 2676, 2010; also: potency is read from the fitted curve at half-maximal effect; % is scaled to controls: 0 for no effect and ±100 for the full control effect; nearly all actives have a fitted effect of over 60% in size; many of its hits are not listed in these tables
Target sequence (Q9HBX9 whole entry, looked up): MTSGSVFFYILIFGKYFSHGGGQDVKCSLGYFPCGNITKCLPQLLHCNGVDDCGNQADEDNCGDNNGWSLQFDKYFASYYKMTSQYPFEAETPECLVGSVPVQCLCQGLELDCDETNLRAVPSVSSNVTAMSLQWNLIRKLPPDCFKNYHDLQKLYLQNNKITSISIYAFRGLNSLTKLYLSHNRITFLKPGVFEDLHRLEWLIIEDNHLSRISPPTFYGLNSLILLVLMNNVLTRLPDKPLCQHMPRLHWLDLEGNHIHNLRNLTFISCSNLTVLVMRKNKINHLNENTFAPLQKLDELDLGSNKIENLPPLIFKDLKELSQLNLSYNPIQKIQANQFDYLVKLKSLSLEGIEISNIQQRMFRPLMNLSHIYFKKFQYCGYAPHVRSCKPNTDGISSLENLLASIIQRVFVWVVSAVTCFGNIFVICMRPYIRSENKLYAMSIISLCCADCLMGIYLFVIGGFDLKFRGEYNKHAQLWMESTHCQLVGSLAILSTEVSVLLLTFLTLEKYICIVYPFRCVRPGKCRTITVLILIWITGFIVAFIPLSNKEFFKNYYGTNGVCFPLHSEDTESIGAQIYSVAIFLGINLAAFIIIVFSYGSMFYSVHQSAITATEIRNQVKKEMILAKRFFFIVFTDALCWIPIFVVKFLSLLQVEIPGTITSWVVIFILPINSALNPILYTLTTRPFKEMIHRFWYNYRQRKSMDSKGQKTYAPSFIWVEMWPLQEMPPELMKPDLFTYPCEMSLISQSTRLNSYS
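Agonist response is measured as cAMP accumulation in an RXFP1-transfected HEK293T line under PDE4 inhibition. Values are scaled between buffer-only and 29 nM porcine relaxin, and EC50s come from standard Hill equation fits.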
D1 potentiator: Potentiators of Human D1 Dopamine Receptor: qHTS | AID 504651, 2011 | 360,000 compounds, 0.036% hits | HEK293 TREx D1 cells, calcium flux, dopamine EC20 potentiation | potentiation, % at 10 µM; in the data active = potentiation above about 30%; also: 0% is about no effect
RXFP1 antagonist: qHTS Assay for Antagonists of the Relaxin Receptor RXFP1 | AID 1259400, 2018 | HEK293-RXFP1, relaxin-stimulated cAMP HTRF, 30 min; hits give low values | activity change, negative = inhibition, % at 57.5 µM | 350,000 compounds, 0.59% hits;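 active = activity change of -60% or lower, but not beyond a set lower limit; inconclusive = change between -60% and -40%, or beyond the set limit; inactive = change above -40%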; also: % is scaled to controls: 0 for no effect and ±100 for the full control effect
D1 ag: Allosteric Agonists of the Human D1 Dopamine Receptor: qHTS; D(1A) dopamine receptor (Homo sapiens), P21728; HEK293 T-REx D1 cells, calcium flux, agonist mode; activation, % at 2 µM; 360,000 compounds, 1% hits; AID 504660, 2011; in the data active = activation above about 30%; also: 0% is about no effect
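Agonism was scored from calcium flux recorded over 180 s (1 read/s) after pintool compound addition, following a 10-cycle baseline. Cells were inducible force-coupled HEK293 TREx D1, plated overnight at 30 C and loaded with no-wash calcium dye.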
Anesthetic bind: qHTS Assay for Identification of Novel General Anesthetics; 350,000 compounds, 0.074% hits; Potency, µM (doses to about 77.5 µM), without a hit: at the highest dose activity change, negative = displacement, most hits filed as inhibitors; Ferritin light chain (Equus caballus), P02791; AID 485281, 2010; apoferritin/1-aminoanthracene competitive binding, fluorescence; also: potency is read from the fitted curve at half-maximal effect; % is scaled to controls: 0 for no effect and ±100 for the full control effect; nearly all actives have a fitted effect of over 20% in size
Target sequence (P02791 2-175 limits assumed): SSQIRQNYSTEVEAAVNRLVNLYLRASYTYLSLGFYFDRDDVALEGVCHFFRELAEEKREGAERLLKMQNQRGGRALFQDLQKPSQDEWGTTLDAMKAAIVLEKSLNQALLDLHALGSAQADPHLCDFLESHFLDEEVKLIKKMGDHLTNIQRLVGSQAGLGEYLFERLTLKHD
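Steps: apoferritin (10 uM) was premixed with half-saturated 1-AMA in PBS, compounds were pin-transferred, plates stood 10 min at room temperature, fluorescence was read at 380/535 nm, and curves were fitted with a Hill equation.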
An asterisk follows results filed as active; ? = inconclusive; nt = no result given; [ ] = dose if it differs, or a comment. Unless noted, calls follow the shape of the dose curve; as a rule, active = well fitted curve in the direction sought with a large enough effect; inconclusive = small, poorly fitted or top-dose-only effect, or another doubt; inactive = no such curve, though single readings can be large; an effect the other way counts as inactive or inconclusive. Only part of the results is shown (hit frequency here may not be typical).

SMILES	D1 antagonist	D2 PAM	TRHR agonist	TRHR enhancer	RXFP1 agonist	D1 potentiator	RXFP1 antagonist	D1 ag	Anesthetic bind
Cc1cccc(Cn2c(SCc3ccc(C(=O)NCc4ccccc4F)cc3)nc3cccnc32)c1	4	1	0.8	17	8.2%	4	-10	2	-18%
CCCCN(Cc1ccco1)S(=O)(=O)c1ccc(-c2ccc(=O)[nH]n2)s1	-5	13	-0.1	-2	1.4%	-4	39	1	?
COc1ccc(Cn2c(SCC(=O)N(C)Cc3ccccc3)nc3ccccc32)cc1	-5	-1	1.1	1	3.3%	0	nt	6	100%[activator]
COc1cc(Nc2ccc(C(=O)O)cc2[N+](=O)[O-])cc(OC)c1	10	-8	-0.7	5	0.4%	-12	-3	1	-11%
CN1C(=O)Cc2cc(S(=O)(=O)NCc3ccccc3Cl)ccc21	-1	-13	0.5	-7	3.9%	-2	-9	1	-2%
Cc1ccc(-n2nc(C)c3c2OC(N)=C(C#N)C3c2ccc(C)o2)cc1 (stereo not given)	5	0	-0.2	-2	-1.8%	-5	-8	0	-5%
CSc1ccc(CNC(=O)Cc2csc3ccccc23)cc1	-9	3	-1.8	-1	0.9%	-3	0	4	-4%
COC(=O)C1=CN(c2ccc(F)cc2)C=C(C(=O)OC)C1c1cccc([N+](=O)[O-])c1	-9	2	-0.7	3	7.1%	-6	1	7	-1%
Cc1ccc(Cn2nnc3sc4c(c3c2=O)CCC(C)C4)cc1 (stereo not given)	5	1	0.5	6	-1.0%	-3	3	0	-8%
CC(c1ccccc1)N1CCN(C(=O)CCl)CC1 (stereo not given)	2	-1	0.3	1	-0.3%	-5	-5	-2	-5%
CCNC(=O)NC(=O)CSc1nc2ccccc2n1CC(C)C	-8	6	0.4	-4	-6.1%	6	nt	-1	-13%
Nc1nnnn1NCc1cccc(OCc2ccccc2)c1	-6	21	-1.0	7	-1.1%	-5	0	9	-9%
O=C(c1ccc(Cl)c(NC2=NC3CS(=O)(=O)CC3S2)c1)N1CCN(c2ccccc2)CC1 (stereo not given)	4	6	0.7	2	-0.2%	1	11	2	-6%
Cc1ccc(C)c(N2CCN(C(=O)c3ccc(CS(=O)Cc4cccc(Cl)c4)o3)CC2)c1 (stereo not given)	4	-1	0.1	-1	3.6%	0	-14	5	-4%
C=CCn1c(N)cc(=O)nc1SC(CC)C(=O)Nc1ccc(C(C)=O)cc1 (stereo not given)	-12	5	0.1	6	-0.1%	1	-9	0	1%
CCCCSc1nnc(-c2c[nH]c3ccccc23)n1C	2	-2	1.8	5	-0.5%	nt	13	11	?
COc1cccc2cc(C(=O)C3=C(O)C(=O)N(CCN4CCOCC4)C3c3ccc(C(C)(C)C)cc3)oc12 (stereo not given)	1	0	0.5	18	?	2	-10	1	?
Cc1cccc(N(C(=O)c2csnn2)C(C(=O)NC2CCCCC2)c2ccccn2)c1C (stereo not given)	-23	nt	-0.8	38*	-1.3%	-3	-23	2	2%
CC(Cc1ccccn1)NC(=O)c1ccc(OC2CCN(CCc3ccccc3)CC2)cc1 (stereo not given)	-14	-15	0.2	-4	-0.3%	-1	1	3	-9%
CNC(=O)c1c(NC(=O)c2ccc(S(=O)(=O)N3CCCCC3C)cc2)sc2c1CCN(C)C2 (stereo not given)	-14	0	9.0	3	-1.2%	-18	-22	9	-20%
O=c1c2cccnc2n(-c2ccccc2)n1Cc1c(Cl)cccc1Cl	15	2	0.3	-8	6.5%	-2	-11	1	-7%
CC(=O)Oc1cccc(C(=O)Nc2ccccc2C(=O)N2CCCC2)c1	8	3	-0.4	4	-0.1%	-3	0	0	-4%
COc1ccc(NC(=O)c2c(F)cccc2F)cc1S(=O)(=O)Nc1ccc(Br)cc1	-22	-15	1.1	-3	-1.0%	-6	nt	13	-10%
O=C(CCl)Nc1ccccc1C(=O)Nc1ccc2c(c1)OCO2	-4	10	-0.2	-1	0.7%	1	-4	0	0%
CCCc1ccc(Oc2c(-c3ccc(O)c(C)c3O)n[nH]c2C)cc1	8	-3	3.4	2	1.0%	-4	-39	35*	?
C=C(C)C(=O)OCCCCCCOc1ccc(C(=O)O)cc1	19	-5	0.0	-1	-0.1%	2	-20	1	-11%
C/C(=N\NC(=O)c1ccccc1F)c1ccc(C#N)cc1	1	5	0.1	-1	5.8%	-2	nt	2	-5%
O=C(NCCSc1ccccc1)c1ccco1	-1	20	-0.3	3	0.1%	0	2	2	-20%
Cc1nn(CCC(=O)N2CCN(c3ccccc3)CC2)c(C)c1S(=O)(=O)N1CCCC1	-1	3	-1.4	2	4.1%	0	nt	-1	-9%
Fc1ccc(-n2c(CN3CCCCC3)n[nH]c2=S)cc1	-11	3	0.4	2	-5.8%	6	-17	6	-3%
O=[N+]([O-])c1cc(-c2nc(-c3ccccc3)no2)ccc1NCCc1ccccc1	-2	4	0.2	11	3.7%	-3	nt	-1	?
COc1cc(C2NC(=O)N(C)C3=C2C(=O)N(c2ccccc2)C3)ccc1O (stereo not given)	-20	0	-1.0	-1	0.4%	-2	nt	0	-5%
Cc1ncsc1CCOC(=O)C12CC3CC(CC(C3)C1)C2	-8	5	0.0	-4	3.7%	0	-6	6	?
O=C(COC(=O)c1ccc[nH]c1=O)NCC1CCCO1 (stereo not given)	-1	1	0.5	-5	-2.5%	-6	-11	1	-4%
COc1ccc(OC)c(-n2c(SC)nnc2-c2c[nH]c3ccccc23)c1	3	8	-0.3	-4	0.0%	-1	-2	2	-21%
Cc1cc(-c2nnc(-c3cc4ccccc4oc3=O)o2)c(C)n1-c1ccccc1	-43*	-9	0.1	-5	3.6%	-1	0	3	?
Cc1ccc(S(=O)(=O)N(CC(=O)N2CCCCCC2)c2ccccc2F)cc1	10	3	0.0	-3	0.0%	-4	8	1	-13%
COc1ccc(NC(=O)CSC2=Nc3ccccc3C3=NC(CCC(=O)NC4CCCCC4)C(=O)N23)cc1Cl (stereo not given)	-20	5	-1.0	0	7.4%	-3	-11	1	-16%
C=CCSc1nc(C)c(CC=C)c(=O)[nH]1	-7	35*	-0.2	-1	0.0%	0	-20	-3	-5%
CCSc1ncc(Cl)c(C(=O)Nc2ccc(S(=O)(=O)Nc3onc(C)c3C)cc2)n1	2	-7	0.3	-4	18%	-4	10	2	-14%
COc1ccc(S(=O)(=O)N2CCC(C(N)=O)CC2)cc1C(=O)N1CCCCCC1	-12	6	1.3	11	-2.5%	0	4	3	6%
CCn1c(SCC(=O)Nc2ccc3c(c2)OCCO3)nnc1-c1cccs1	3	-21	-0.2	-1	-0.8%	-3	16	0	?
CC(C)C[C@H]1CN=C(Nc2ccccc2)N1CCC1CCCC1	13	6	0.8	0	-1.5%	1	nt	3	-10%
COc1ccc(OCC(O)CN2CCN(Cc3ccc4c(c3)OCO4)CC2)cc1 (stereo not given)	-13	-14	-0.4	4	0.7%	-1	-8	1	-3%
O=C(O)CNS(=O)(=O)c1ccc(F)cc1	9	-4	-0.6	-4	1.5%	-2	5	2	2%
CCCC(=O)NCc1cc(-c2nn(C)c(=O)c3ccccc23)ccc1C	-21	8	-0.6	4	0.0%	-6	8	-2	-8%
Cc1ccc(N2C(=O)CSC23C(=O)Nc2ccccc23)cc1 (stereo not given)	-7	1	-2.9	0	0.4%	-4	-17	2	-21%
O=C(COc1ccc(Cl)cc1Cl)N1CCCC1	-1	-5	-0.2	-1	-0.1%	-2	13	0	-9%
CCOc1ccccc1NC(=O)c1c(NC(=O)CCC(=O)O)sc2c1CCCCC2	17	8	-0.3	2	2.8%	8	-17	1	-17%
COC(=O)C1CN(C(=O)C(C)Oc2ccccc2Cl)c2ccccc2O1 (stereo not given)	-3	0	-0.4	-2	-0.9%	-6	-6	1	-11%
O=C(CCCOc1ccccc1)Nc1ccc(S(=O)(=O)Nc2ccccn2)cc1	1	-21	0.1	8	-0.3%	-5	12	7	-10%
Cc1cc(C)nc(SCC(=O)c2ccc(C)c(C)c2)n1	-3	8	-1.0	-3	-1.6%	0	-1	3	?
Fc1ccc(NCc2cccnc2)cc1	-19	-4	0.2	0	0.6%	-6	-7	2	?
O=C(O)Cc1sc(NC2CCCCC2)nc1-c1ccc(Cl)cc1	-19	nt	0.0	-25	1.0%	-6	-13	4	-18%
Cc1ccc(-n2ncc3c(N4CCN(Cc5ccccc5)CC4)ncnc32)cc1Cl	11	-7	-0.3	-4	0.1%	-1	-1	-3	-5%
COC(=O)c1ccc(OCC(O)Cn2nnc3ccccc32)cc1 (stereo not given)	3	8	-0.5	-1	2.7%	-2	-1	4	-16%
CC1(C)CC(CCC(=O)Nc2ccc(S(N)(=O)=O)cc2)C(=O)O1 (stereo not given)	4	2	0.6	-7	0.8%	-2	-4	2	-8%

Of the compounds above, five contain a COOH group:
SMILES	D1 antagonist	D2 PAM	TRHR agonist	TRHR enhancer	RXFP1 agonist	D1 potentiator	RXFP1 antagonist	D1 ag	Anesthetic bind
COc1cc(Nc2ccc(C(=O)O)cc2[N+](=O)[O-])cc(OC)c1	10	-8	-0.7	5	0.4%	-12	-3	1	-11%
C=C(C)C(=O)OCCCCCCOc1ccc(C(=O)O)cc1	19	-5	0.0	-1	-0.1%	2	-20	1	-11%
O=C(O)CNS(=O)(=O)c1ccc(F)cc1	9	-4	-0.6	-4	1.5%	-2	5	2	2%
CCOc1ccccc1NC(=O)c1c(NC(=O)CCC(=O)O)sc2c1CCCCC2	17	8	-0.3	2	2.8%	8	-17	1	-17%
O=C(O)Cc1sc(NC2CCCCC2)nc1-c1ccc(Cl)cc1	-19	nt	0.0	-25	1.0%	-6	-13	4	-18%
